Compound activity from PubChem BioAssay.
p53ts 32C tox: kills p53ts cells at the permissive temperature | Potency, µM (series often up to 46.1 µM), for the others: top-dose activity change, negative = cytotoxicity, most hits filed as cytotoxic | H1299-p53A138V at 32C, ATP luminescence viability, 24 h | 130,000 compounds, 0.93% hits | AID 924; active means well fitted cell-killing curve with a large enough effect; inconclusive means small, poorly fitted or top-dose-only effect; inactive means no such curve, though single readings can be large or run the other way;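 further: 0% = DMSO and -100% = full killing by reference compound; nearly all actives have a fitted effect of over 55% in size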
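ATP-content luminescence (ATPlite) read-out after 24 h compound exposure at 32C in H1299-p53A138V cells (600/well). Tested up to 46 uM. Normalized to DMSO (0%) and 100 uM tamoxifen (100% killing); Hill-fit AC50.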
Starred values were filed as active, the others as inactive; u = inconclusive; [ ] = remark or other dose. Potency means the concentration at half of the fitted maximal effect.

SMILES	p53ts 32C tox
CCOc1ccc(NC(=O)CN(C)S(=O)(=O)c2ccc3[nH]c4c(c3c2)CCCC4)cc1	-16%
CCCn1cc(S(=O)(=O)c2ccccc2)c(=O)c2cc(F)c(N3CCCCC3)cc21	-7%
CCCn1c2ccccc2c2cnn(CC(=O)NCCc3ccc(OCC)cc3)c(=O)c21	-7%
COc1ccc(Cl)cc1NC(=O)N1CCC(CN2CCCCCC2)CC1	-8%
CCOCCCNC(=O)NC(CCC(C)C)c1c(-n2cccc2)sc2c1CCN(C)C2 (configuration not stated)	7%
CCCC(C(=O)Nc1cc(C)c(Cl)cc1OC)N1Cc2ccccc2C1=O (configuration not stated)	1%
CCCn1c2ccccc2c2cnn(CC(=O)NCCCN3CCCCC3)c(=O)c21	-22%
CCOc1ccccc1NC(=O)CSc1ncc(S(=O)(=O)c2ccc(C)c(C)c2)c(N)n1	-5%
O=C(NCc1ccco1)c1ccc(Cn2c(SCc3ccccc3F)nc3cccnc32)cc1	-26%
COc1ccc(NC(=O)CC(C)S(=O)(=O)c2cc3c(cc2C)NC(=O)CO3)cc1OC (configuration not stated)	-6%
CC1=C(C(=O)Nc2cccc(Cl)c2C)C2(CCCCCC2)OC1=O	-5%
COc1cc(OC)c(NC(=O)CC(C)S(=O)(=O)c2ccc3c(c2)NC(=O)CO3)cc1Cl (configuration not stated)	-3%
COc1cc(NC(=O)N(Cc2ccco2)C2CCN(C(C)=O)CC2)cc(OC)c1OC	-18%
O=C(COCc1cc(-c2ccc3c(c2)OCO3)on1)NCc1ccccc1Cl	-1%
CCOC(=O)C1CCN(c2ncnc3c2nc2n3CCCCC2)CC1	-2%
O=C(NC1CCCC1)c1ccc(CSc2nc3cccnc3n2Cc2ccccc2F)cc1	-5%
Cc1ccc(NS(=O)(=O)c2ccc3[nH]c4c(c3c2)CCCC4)c(C)c1	13%
O=C(NC1CCCCC1)c1ccc(CSc2nc3cccnc3n2Cc2cccc(F)c2)cc1	-2%
COc1cc(C(=O)N(CCCN(C)C)c2nc3c(OC)cccc3s2)cc(OC)c1OC	-2%
COc1ccccc1CNS(=O)(=O)c1ccc2c(c1)CC(=O)N2C	1%
CCc1ccc(NC(=O)C2CCN(c3nn4cc(-c5ccc(OC)cc5)nc4s3)CC2)cc1	-4%
CSc1ccc(CCNC(=O)CN2C(=O)c3cccnc3Oc3ccc(Cl)cc32)cc1	-12%
CCOc1ccc(Nc2ncnc3c2nc2n3CCCCC2)cc1	-16%
CCOC(=O)c1cccc(NC(=O)N2CC(CC)Sc3ccccc32)c1 (configuration not stated)	6%
Cc1ccc(C)c(NS(=O)(=O)c2cc3c(cc2C)n(C)c(=O)c(=O)n3C)c1	-1%
CCOC(=O)C1=C(CN2CCN(c3ccc(C)cc3C)CC2)NC(=O)NC1c1ccc(OC)cc1 (configuration not stated)	-7%
Cc1cc(C)cc(NC(=O)c2cn3c4c(ccc(Cl)c4c2=O)OC(C)C3)c1 (configuration not stated)	-10%
COc1ccc(-c2cn3nc(N4CCC(C(=O)Nc5ccc(Cl)cc5C)CC4)sc3n2)cc1	-11%
Cc1ccc(CSc2nc3cccnc3n2Cc2ccc(C(=O)NCCc3cccs3)cc2)cc1	5µM*
CCn1cc(S(=O)(=O)c2ccc(C)cc2C)c(=O)c2cc(F)c(N3CCCCC3)cc21	5%
c1ccc(N2CCN(c3ncnc4c3nc3n4CCCC3)CC2)cc1	-3%
COc1cccc(NC(=O)C(Cc2ccccc2)N2Cc3ccccc3C2=O)c1 (configuration not stated)	0%
Cc1ccc(CNC(=O)C2CCN(c3nn4cc(-c5ccc(F)cc5)nc4s3)CC2)cc1	0%
Cc1ccc(CSc2nc3cccnc3n2Cc2nc(-c3ccccc3F)oc2C)cc1	-18%
CCCn1c2ccccc2c2cnn(CC(=O)NCC3CCN(Cc4ccc(C)cc4)CC3)c(=O)c21	-7%
CCOC(=O)N1CCC2(CC1)OC(=O)C(C)=C2C(=O)NCc1cccc(OC)c1	-20%
COc1ccc(NC(=O)Cn2ncc3c([nH]c4ccccc43)c2=O)cc1Cl	-3%
COC(=O)c1ccccc1NC(=O)COCc1cc(-c2cccs2)on1	-5%
CSc1ncc(C(=O)N2CCN(c3ccc(Cl)cc3)CC2)c(C)n1	10%
Cc1cccc(NC(=O)N2CCC(CN3CCc4ccccc4C3)CC2)c1C	-8%
Cc1cc(Cl)ccc1NS(=O)(=O)c1cc2[nH]c(=O)c(=O)[nH]c2cc1C	-1%
CCOc1ccc(CCNC(=O)CN2C(=O)c3cccnc3Oc3ccc(C)cc32)cc1OCC	1%
Cc1ccc(C)c(NC(=O)C2CCN(c3ncnc4c3nc3n4CCCCC3)CC2)c1	-13%
O=C(Cn1c(SCc2cccc(F)c2)nc2cccnc21)Nc1ccc(F)c(Cl)c1	-2%
COc1ccc(-c2cn3nc(N4CCC(C(=O)Nc5cc(Cl)ccc5OC)CC4)sc3n2)cc1	-8%
COc1ccc(-c2nc(CSc3nc4ncccc4[nH]3)c(C)o2)cc1OC	-9%
CCOc1ccc(NS(=O)(=O)c2ccc3[nH]c4c(c3c2)CCCC4)cc1	45%[activator]
O=C(Cn1cc(S(=O)(=O)Cc2cccc(Cl)c2)c2ccccc21)Nc1ccccc1Cl	-5%
COc1ccc(-c2cn3nc(N4CCCC(C(=O)Nc5cc(Cl)ccc5OC)C4)sc3n2)cc1 (configuration not stated)	3%
O=C(C1CCN(c2ncnc3c2nc2n3CCCCC2)CC1)N1CCN(c2ccccc2)CC1	1%

The list continues.
SMILES	p53ts 32C tox
O=C(NCCc1ccccc1)c1nc(-c2ccc(Cl)cc2)n2c1CCCCC2	19%
Cc1cccc(CNC(=O)CCCN2C(=O)c3cccnc3Oc3ccccc32)c1	-1%
CN(Cc1ccccc1)C(=O)c1nc(-c2ccc(Cl)cc2)n2c1CCCCC2	-2%
CC(C)c1ccc(NC(=O)Cn2cc(S(=O)(=O)Cc3ccccc3Cl)c3ccccc32)cc1	0%
Cc1ccc(C)c(NC(=O)N2CCC(CN3CCOCC3)CC2)c1	-8%
COC(=O)c1ccc(NC(=O)C(C)N2Cc3ccccc3C2=O)cc1 (configuration not stated)	2%
COc1ccc(NC(=O)CN2C(=O)COc3ccc(S(=O)(=O)NC4CCCC4)cc32)cc1OC	-6%
Cc1cc(Nc2cccc(Cl)c2)nc2ccc(NC(=O)Cc3c(F)cccc3Cl)cc12	3%
COc1ccc(NC(=O)N2CCC(CN3CCCC3)CC2)c(OC)c1	-13%
CSc1ncc(C(=O)NCc2ccc(Cl)cc2)c(C(F)(F)F)n1	8%
O=C(Nc1cccc(Br)c1)N1CCC(CN2CCCCC2)CC1	0%
CC1CCCN(c2cc3c(cc2F)c(=O)c(S(=O)(=O)c2cccc(Cl)c2)cn3C)C1 (configuration not stated)	-3%
Cc1ccc(CCNC(=O)Cn2c(-c3cccs3)cc3ccccc32)cc1	9%
Cc1ccc(Cn2c(=O)n(-c3ccc(C)cc3)c(=O)c3c2c2cc(C)ccc2n3C)cc1	2%
CCOc1ccccc1N(CC)C(=O)Cn1ncc2c([nH]c3ccccc32)c1=O	-5%
COc1ccccc1CNC(=O)c1ccc(-n2c(C)cc3c2CCCC3)cc1	-3%
Cc1ccc(C)c(CN2CCC(CNC(=O)Cn3ncc4c([nH]c5ccccc54)c3=O)CC2)c1	-4%
COc1ccc(-c2nc(Cn3c(SCc4ccccc4F)nc4cccnc43)c(C)o2)cc1	0%
CCn1cc(S(=O)(=O)c2ccc(C)cc2)c(=O)c2cc(F)c(N3CCCCCC3)cc21	-12%
O=C(Cn1cc(S(=O)(=O)Cc2ccc(F)cc2)c2ccccc21)NCc1ccccc1Cl	-6%
COC(=O)c1ccc(NC(=O)N2CCC(CN3CCc4ccccc4C3)CC2)cc1	-11%
CSc1ncc(C(=O)N2CCN(c3cc(Cl)ccc3C)CC2)c(C)n1	-3%
Cc1cccc(CNC(=O)CN2C(=O)CCCc3ccccc32)c1	3%
CCCCOc1ccc(C(C)NC(=O)c2cccc(Nc3nc4ccccc4n4nnnc34)c2)cc1 (configuration not stated)	-4%
Cc1cc(Nc2cccc(Cl)c2)nc2ccc(NC(=O)c3cccc(N(C)C)c3)cc12	-1%
COc1cccc(CNC(=O)CN(C)S(=O)(=O)c2ccc3[nH]c4c(c3c2)CCCC4)c1	-7%
CCC1CN(C(=O)Nc2ccc(C)c(F)c2)c2ccccc2S1 (configuration not stated)	-2%
CCOc1ccccc1NC(=O)N(Cc1ccc(C)o1)C1CCN(C(C)=O)CC1	-6%
CCCCn1cc(S(=O)(=O)c2ccccc2)c(=O)c2cc(F)c(N3CCN(CCC)CC3)cc21	-9%
Cc1ccc(C)c(N(C)C(=O)C2CCN(c3ncnc4c3nc3n4CCCCC3)CC2)c1	-6%
O=C(NC1CC1)c1ccc(Cn2c(SCc3cccc(F)c3)nc3cccnc32)cc1	-15%
COC(=O)c1ccc(NS(=O)(=O)c2ccc3[nH]c4c(c3c2)CCCC4)cc1	1%
O=C(COCc1cc(-c2cccs2)on1)NCc1cccc(Cl)c1	-13%
CC1Cc2cc(S(=O)(=O)N3CCN(c4ccccc4F)CC3)ccc2N1C(=O)C1CCC1 (configuration not stated)	-1%
COCCCNC(=O)Cn1c(=O)n(-c2ccc(C)cc2)c(=O)c2c1c1cc(C)ccc1n2C	5%
CC(=O)N1CCC(N(Cc2ccco2)C(=O)Nc2ccc(Br)cc2F)CC1	6%
CCN1CCC(N(Cc2ccc3c(c2)OCO3)C(=O)Nc2cccc(C)c2C)CC1	-11%
CCCCn1cc(S(=O)(=O)c2cccc(C)c2)c(=O)c2cc(F)c(N3CCOCC3)cc21	2%
O=c1c(S(=O)(=O)c2cccc(Cl)c2)cn(Cc2ccccc2)c2cc(N3CCCCC3)c(F)cc12	-6%
COc1ccccc1NC(=O)Cn1cnc2c(nc3n2CCCCC3)c1=O	-1%

Part of the list above in a different format:
SMILES: COC(=O)c1ccc(NS(=O)(=O)c2ccc3[nH]c4c(c3c2)CCCC4)cc1
  p53ts 32C tox: 1%

SMILES: O=C(COCc1cc(-c2cccs2)on1)NCc1cccc(Cl)c1
  p53ts 32C tox: -13%

SMILES: CC1Cc2cc(S(=O)(=O)N3CCN(c4ccccc4F)CC3)ccc2N1C(=O)C1CCC1 (configuration not stated)
  p53ts 32C tox: -1%

SMILES: COCCCNC(=O)Cn1c(=O)n(-c2ccc(C)cc2)c(=O)c2c1c1cc(C)ccc1n2C
  p53ts 32C tox: 5%

3 records picked at random from the list so far:
SMILES	p53ts 32C tox
O=C(NC1CC1)c1ccc(Cn2c(SCc3cccc(F)c3)nc3cccnc32)cc1	-15%
CC1Cc2cc(S(=O)(=O)N3CCN(c4ccccc4F)CC3)ccc2N1C(=O)C1CCC1 (configuration not stated)	-1%
CC(=O)N1CCC(N(Cc2ccco2)C(=O)Nc2ccc(Br)cc2F)CC1	6%

More results:
SMILES	p53ts 32C tox
CC(C)Oc1ccc(CNC(=O)CN2C(=O)c3cccnc3Oc3ccc(Cl)cc32)cc1	21%
O=C(Cn1cc(S(=O)(=O)Cc2cccc(Cl)c2)c2ccccc21)NCc1ccccc1Cl	-11%
CCN(C(=O)C1CCCN(c2ncnc3c2nc2n3CCCCC2)C1)c1cccc(C)c1 (configuration not stated)	6%
O=C(Cn1c(-c2cccs2)cc2cc(Cl)ccc21)N1CCN(c2ccccc2F)CC1	-6%
COc1ccc(CNC(=O)C(CC(C)C)N2Cc3ccccc3C2=O)cc1 (configuration not stated)	1%
CC(C)NC(=O)C(c1ccccc1)N1Cc2ccccc2C1=O (configuration not stated)	-4%
CCn1cc(S(=O)(=O)c2cc(C)cc(C)c2)c(=O)c2cc(F)c(N3CCOCC3)cc21	-7%
O=C(Cn1ncc2c([nH]c3ccccc32)c1=O)Nc1cc(F)ccc1F	-5%
Cc1cccc(Cn2c(SCc3ccc(C(=O)NCCc4ccccc4)cc3)nc3cccnc32)c1	-6%
Cc1cccc2sc(N(CCCN(C)C)C(=O)c3ccc(Cl)s3)nc12	-8%

An excerpt from above in order of count of non-hydrogen atoms, largest number first.
SMILES	p53ts 32C tox
COc1ccc(-c2cn3nc(N4CCCC(C(=O)Nc5cc(Cl)ccc5OC)C4)sc3n2)cc1 (configuration not stated)	3%
Cc1ccc(Cn2c(=O)n(-c3ccc(C)cc3)c(=O)c3c2c2cc(C)ccc2n3C)cc1	2%
CCn1cc(S(=O)(=O)c2cc(C)cc(C)c2)c(=O)c2cc(F)c(N3CCOCC3)cc21	-7%
Cc1cccc(CNC(=O)CCCN2C(=O)c3cccnc3Oc3ccccc32)c1	-1%
COC(=O)c1ccc(NC(=O)C(C)N2Cc3ccccc3C2=O)cc1 (configuration not stated)	2%

Next entries.
SMILES	p53ts 32C tox
CC1CCCN(c2cc3c(cc2F)c(=O)c(S(=O)(=O)c2cccc(Cl)c2)cn3Cc2ccccc2)C1 (configuration not stated)	-1%
CCN1CCC(N(Cc2ccc3c(c2)OCO3)C(=O)Nc2ccc(Br)c(C)c2)CC1	u
CCc1cccc(NC(=O)CN(C)S(=O)(=O)c2ccc3[nH]c4c(c3c2)CCCC4)c1	-12%
Cc1ccc(Cn2cc(S(=O)(=O)c3cccc(C)c3)c(=O)c3cc(F)c(N4CCOCC4)cc32)cc1	4%
COc1ccc(CN(C(=O)Nc2ccc(C)c(F)c2)C2CCN(C(C)=O)CC2)cc1	7%
CSc1ncc(C(=O)Nc2cc(Cl)ccc2C)c(-c2ccccc2)n1	8%
CCCCN(CC)CCCNC(=O)C1CCCN(c2ncnc3c2nc2n3CCCCC2)C1 (configuration not stated)	-4%
CCCCn1cc(S(=O)(=O)c2ccc(OC)cc2)c(=O)c2cc(F)c(N3CCCC3)cc21	-1%

Not all compounds are listed, so the mix of outcomes need not match the whole.
